# From PubChem
# AGP1 TOR yeast: modulators of AGP1-GFP expression in yeast TOR pathway, primary screen, cell-based, multiplex flow cytometry, S. cerevisiae, MLPCN library. 320,000 compounds, 0.02% hits. GFP response vs DMSO, % at 10 µM. 3 h; GFP as percent of DMSO wells. AID 2066, 2009;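 active = GFP response relative to DMSO above a set limit, near screen average plus 3 SD, cut at about 150% in these data; inconclusive = fewer than 70 cells counted for the yeast strain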;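 also: median GFP channel fluorescence of the gated AGP1 strain per well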
# RPL19A TOR yeast: RPL19A-GFP expression modulators in yeast, primary screen, cell-based, S. cerevisiae, multiplex flow cytometry, MLPCN; S. cerevisiae RPL19A-GFP strain, 3 h; stronger effect = lower value; AID 2025, 2009; percent response vs DMSO, % at 10 µM; 330,000 compounds, 0.3% hits;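 active = percent response vs DMSO below 50%; inconclusive = fewer than 70 events counted for the yeast strain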;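 also: median channel GFP fluorescence of the barcoded RPL19A-GFP strain; ratio of sample median GFP to plate DMSO average so 100% = DMSO; lower means less RPL19A-GFP as with rapamycin TOR inhibition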
# GRK2 aptamer HTS: compounds blocking aptamer binding on GRK2 – biochemical, human GRK2, bead flow cytometry, HTS, primary screen; inhibition of aptamer binding, % at 10 µM; Beta-adrenergic receptor kinase 1 (Homo sapiens), P25098; FAM-aptamer displacement from GRK2; AID 488847, 2010; 330,000 compounds, 0.59% hits;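 active = inhibition of aptamer binding above 40%, roughly 3 SD of noise, on plates passing a quality check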;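 also: median bead fluorescence of bound FAM aptamer so fluorescent compounds give negative values; no value below 0 was filed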
# Target sequence (P25098 whole entry, looked up): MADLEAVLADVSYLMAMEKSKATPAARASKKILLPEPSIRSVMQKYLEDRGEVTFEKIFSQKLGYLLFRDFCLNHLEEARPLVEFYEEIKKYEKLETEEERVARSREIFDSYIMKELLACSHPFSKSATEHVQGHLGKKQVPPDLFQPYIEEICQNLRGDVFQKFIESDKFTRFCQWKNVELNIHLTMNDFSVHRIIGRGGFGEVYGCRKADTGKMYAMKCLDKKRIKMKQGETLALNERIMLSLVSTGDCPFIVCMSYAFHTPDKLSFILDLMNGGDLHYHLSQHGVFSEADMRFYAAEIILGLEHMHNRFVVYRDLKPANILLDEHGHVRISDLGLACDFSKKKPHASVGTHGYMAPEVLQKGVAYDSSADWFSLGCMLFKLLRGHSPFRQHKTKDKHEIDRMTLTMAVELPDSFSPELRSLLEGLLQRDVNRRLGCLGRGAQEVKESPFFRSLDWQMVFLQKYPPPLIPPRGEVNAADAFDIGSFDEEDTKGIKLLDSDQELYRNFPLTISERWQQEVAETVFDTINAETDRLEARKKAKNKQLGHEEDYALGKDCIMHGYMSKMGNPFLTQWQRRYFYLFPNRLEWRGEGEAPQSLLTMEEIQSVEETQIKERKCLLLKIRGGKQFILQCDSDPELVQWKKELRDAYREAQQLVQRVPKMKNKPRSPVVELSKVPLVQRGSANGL
# CIT2 TOR yeast: modulators of CIT2-GFP expression in yeast, primary screen, S. cerevisiae, GFP fusion, multiplex flow cytometry, MLPCN library | GFP response vs DMSO, % at 10 µM | 320,000 compounds, 0.065% hits | S. cerevisiae CIT2-GFP strain, 3 h; 100 means same as DMSO wells | AID 2029, 2009;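 active = GFP response relative to DMSO above a set limit, near the screen mean plus 3 SD, cut at about 150% in these data; inconclusive = Fewer than 70 cells measured for a yeast strain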;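 also: ratio of well median GFP fluorescence to mean of DMSO wells on the plate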
# MEP2-GFP yeast: modulators of MEP2-GFP levels in yeast, primary screen, S. cerevisiae, multiplex flow cytometry, MLPCN library; S. cerevisiae MEP2-GFP strain, 3 h; 100% = DMSO control level; GFP response vs DMSO, % at 10 µM; 330,000 compounds, 0.51% hits; AID 2016, 2009;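 active = GFP response versus DMSO above a set limit, roughly screen mean plus 3 SD, cut at about 180% in these data; inconclusive = fewer than 70 cells counted for a yeast strain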;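 also: median GFP fluorescence of the barcode-gated MEP2-GFP cells per well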
# LAP4 TOR yeast: modulators of LAP4-GFP expression in yeast, primary screen, S. cerevisiae, multiplex flow cytometry, MLPCN library; AID 2023, 2009; 3 h; median GFP as percent of DMSO wells; GFP response vs DMSO, % at 10 µM; 320,000 compounds, 0.34% hits;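 active = GFP response vs DMSO above a set limit, about the screen mean plus 3 SD, cut at about 150% in these data; inconclusive = under 70 cell events counted for the yeast strain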
# VLA-4 inh: inhibition in human VLA-4 binding assay, primary screen, VLA-4 allosteric modulator project, MLPCN library, flow cytometry, VLA-4 expressing cells | Integrin alpha-4 (Homo sapiens), P13612 | ligand binding flow cytometry | inhibition, % (about 7 µM as worked out from the volumes in the protocol) | 330,000 compounds, 0.2% hits | AID 2557, 2010; in the data active = inhibition above about 50%
# Yeast superoxide: reduction of superoxide in aged yeast, primary screen, HTS. S. cerevisiae aged cells, superoxide DHE fluorescence; stronger effect = lower value. superoxide response (% of plate mean), % at 10 µM. 330,000 compounds, 0.18% hits. AID 2690, 2010;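 active = superoxide response under a set limit, about three screen SD below normal, cut at about 65% in these data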;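 also: yeast aged for seven days with compound at 30 °C before DHE staining; 100% = average MFI of all compound-treated wells on the plate with controls excluded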
# Active calls of the source: *; ? = inconclusive; / = no result given; [ ] = dose if it differs, or a comment.
SMILES,AGP1 TOR yeast,RPL19A TOR yeast,GRK2 aptamer HTS,CIT2 TOR yeast,MEP2-GFP yeast,LAP4 TOR yeast,VLA-4 inh,Yeast superoxide
CCCn1cnc2c(oc3ccccc32)c1=O,119.0,116.6,0.0,113.4,117.3,121.4,8.8,98.5
COc1ccc(N2CCN(C(=O)COC(=O)c3cccc(OC)c3O)CC2)cc1,101.6,96.4,0.0,92.6,98.4,106.9,-3.0,93.9
Cc1cc(C)cc(NC(=S)N2CCN(c3ncccn3)CC2)c1,90.9,96.5,5.0,95.4,101.5,90.4,6.8,99.7
CSc1ccccc1NC(=S)NCc1ccc(Cl)cc1,88.5,104.1,26.0,94.5,98.6,86.4,8.9,94.6
c1ccc2oc(-c3[nH]ncc3CN3CCSCC3)cc2c1,100.2,100.3,0.0,103.8,103.9,98.2,5.6,96.7
CC1(C)CC(=O)C2=C(C1)N(N1CCOCC1)C(N)=C(C#N)C2c1cccs1 (stereo not drawn),110.2,104.8,0.0,110.6,107.9,99.5,6.9,120.9
COc1ccc(OC)c(C(=O)c2coc3ccc(O)cc23)c1,98.4,99.3,0.0,106.9,104.3,103.1,9.8,101.1
Cc1ccccc1C(=O)NCc1ccncc1,91.5,91.6,0.0,94.8,94.9,104.9,7.4,107.3
O=C(Nc1ccc2c(c1)OCCO2)C1CCN(c2nnnn2-c2ccccc2)CC1,102.8,98.4,1.0,94.0,101.0,102.5,10.9,84.1
O=C(Nc1ccc(OC(F)(F)F)cc1)Oc1ccccc1N1CCCCC1,100.1,94.1,2.0,89.5,93.2,100.9,7.5,113.8
CC(=O)Nc1c(F)c(F)c(F)c(F)c1F,78.6,95.7,0.0,69.5,93.7,106.4,8.6,108.0
Cc1ccc(Cl)c(NC(=O)CN2CCN(C=O)CC2)c1,99.5,101.2,1.0,73.7,99.3,91.0,9.7,80.8
Cc1cc(C)cc(C(=O)Nc2nnc(SCC(=O)N3CCCc4ccccc43)s2)c1,93.4,105.2,4.0,97.2,100.8,90.5,2.6,100.4
CCCCC(=O)Nc1ccc(NC(=O)c2ccc3c(c2)OCO3)cc1OC,96.3,99.0,0.0,100.0,99.0,86.4,-9.3,93.3
COC(=O)c1ccc(NC(=O)CSc2nc(=O)cc(N)n2-c2ccccc2)cc1,103.1,107.8,10.0,113.8,103.6,99.5,-6.6,79.4
O=C1CCCC(=O)N1c1ccc(N2CCN(c3ccc([N+](=O)[O-])cc3)CC2)c([N+](=O)[O-])c1,94.5,92.7,6.0,91.1,99.8,85.8,-5.8,95.7
CC(/C=C/c1ccc2c(c1)OCO2)=N\NC(=O)C(O)c1ccccc1 (stereo not drawn),103.2,95.7,0.0,99.9,94.4,101.0,2.8,97.5
O=C(/C=C\c1ccc2c(c1)OCO2)NC1(C(=O)Nc2ccc3c(c2)OCCO3)CCCCC1,97.0,98.1,0.0,90.0,120.8,98.8,7.6,97.2
CCOC(=O)C1(Cc2ccccc2)CCN(Cc2cnn(C(C)C)c2)CC1,99.8,107.9,2.0,103.0,100.1,103.9,6.1,106.1
COc1ccc(OC)c(CNC(=O)c2cc(=O)[nH]c3ccc(S(=O)(=O)N4CCCC4)cc23)c1,103.2,101.5,0.0,100.8,99.6,101.0,7.0,85.6
Cc1ccc(-c2csc3ncnc(SCC(=O)O)c23)cc1,?,50.9[may fluoresce violet],4.0,?,186.2*[may fluoresce violet],59.5[may fluoresce violet],-3.8,108.2
Cc1ncsc1CCOC(=O)c1ccc(Cl)cc1,106.0,102.3,0.0,112.2,106.4,109.4,2.0,96.3
COc1ccc(Br)cc1C(=O)N/N=C/c1ccc2c(c1)n(C)c(=O)n2C,105.2,97.1,1.0,104.5,106.5,97.7,-5.8,93.8
COc1ccccc1CNc1nc2nc3c(c(=O)n2[nH]1)CCC3,96.5,99.7,3.0,99.0,95.8,95.2,-27.8,116.6
Cn1cc(S(=O)(=O)N2CCN(C(=O)c3ccco3)CC2)c(=O)n(C)c1=O,96.5,97.9,0.0,107.2,96.8,95.3,6.0,92.4
CCOc1ccc(OCC(=O)OCC(=O)NNC(=O)c2ccc([N+](=O)[O-])cc2)cc1,91.8,88.0,0.0,82.2,99.6,90.7,2.5,106.4
Cn1c(N)c(C(=O)CSc2ncn[nH]2)c(=O)n(C)c1=O,97.2,99.8,0.0,95.5,103.5,95.7,1.4,102.9
CCCn1ccc2c(OCC(=O)Nc3ccc(NC(C)=O)cc3)cccc2c1=O,101.9,97.1,3.0,92.2,98.7,101.5,-9.2,103.0
COc1ccc(CC(=O)N/N=C/c2cccn2-c2ccc([N+](=O)[O-])cc2)cc1OC,102.3,90.9,1.0,96.3,100.0,88.2,15.3,108.2
Cc1c(CC(Cl)(Cl)Cl)c2c(n1O)CC(C)(C)CC2=O,95.7,98.1,0.0,95.8,95.0,97.6,12.0,111.1
CC1(C)Cc2c(cnn2-c2ccc(F)cc2)C(NC(=O)CCN2CCCC2=O)C1 (stereo not drawn),105.7,102.8,2.0,103.8,104.1,91.1,11.3,100.5
COc1ccc2cc(-c3ccn[nH]3)ccc2c1,78.5,100.4,3.0,82.1,102.2,120.2,-10.1,95.7
O=C(Oc1ccc(C(=S)N2CCCCC2)cc1)c1ccccc1,105.1,101.2,0.0,109.5,114.4,116.8,3.1,99.8
CCc1nnc(NS(=O)(=O)c2ccc(NC(=O)c3cc4ccccc4oc3=O)cc2)s1,102.6,101.2,5.0,101.4,108.0,98.8,25.4,104.8
CCOc1ccc(S(=O)(=O)N2CCCCC2)cc1NS(=O)(=O)c1cccs1,101.2,98.7,0.0,92.9,98.2,102.0,8.3,93.5
COc1cc(NC(=O)CN2CCN(c3ccccc3F)CC2)cc(OC)c1,105.2,102.9,0.0,101.2,97.8,99.3,14.8,106.3

# Entries of single compounds as entered above. Order of values: AGP1 TOR yeast	RPL19A TOR yeast	GRK2 aptamer HTS	CIT2 TOR yeast	MEP2-GFP yeast	LAP4 TOR yeast	VLA-4 inh	Yeast superoxide
# CCOc1ccc(OCC(=O)OCC(=O)NNC(=O)c2ccc([N+](=O)[O-])cc2)cc1 across the screens: 91.8	88.0	0.0	82.2	99.6	90.7	2.5	106.4
# Cc1c(CC(Cl)(Cl)Cl)c2c(n1O)CC(C)(C)CC2=O across the screens: 95.7	98.1	0.0	95.8	95.0	97.6	12.0	111.1

# The listing continues:
SMILES,AGP1 TOR yeast,RPL19A TOR yeast,GRK2 aptamer HTS,CIT2 TOR yeast,MEP2-GFP yeast,LAP4 TOR yeast,VLA-4 inh,Yeast superoxide
Cc1nn(C)c(C)c1NC(=O)c1ccc(S(=O)(=O)N(C)C)cc1,92.4,95.3,0.0,101.2,94.7,92.8,-3.2,104.7
CCOc1ccccc1NC(=O)CSc1nc(=O)n(CCN2CCOCC2)c2c1CCCC2,115.5,100.9,2.0,110.3,104.0,118.7,-1.0,79.6
Cc1ccc(N(CC(=O)Nc2cccc(Cl)c2C)S(C)(=O)=O)cc1,97.6,98.5,0.0,99.8,99.5,91.1,2.7,101.4
CCN(CC)S(=O)(=O)c1ccc2oc(C(=O)Nc3ccc(OC)cc3OC)c(C)c2c1,103.1,105.8,3.0,114.4,86.9,100.9,-6.2,79.2
Cc1cc(C(=O)N2CCCC(Nc3ccc(F)cc3)C2)n(C)n1 (stereo not drawn),96.2,106.3,1.0,/,106.8,80.9,3.0,110.5
Cc1cc(-n2c(C)cc(C(=O)CSc3[nH]c(=O)cc(C(F)(F)F)c3C#N)c2C)no1,99.8,102.0,0.0,101.2,99.4,102.3,-5.3,149.6
CCOC(=O)C1=C(C)NC(=O)NC1c1cn(-c2ccccc2)nc1-c1cccs1 (stereo not drawn),102.5,99.7,0.0,101.0,101.0,100.1,4.9,94.9
O=C(O)c1nccnc1C(=O)Nc1ccccc1-c1ccccc1,107.5,95.9,1.0,99.2,97.9,103.3,-0.9,123.3
Cc1sc(NC(=O)Cc2ccc3c(c2)OCO3)nc1-c1ccc2c(c1)CCN2C(=O)c1ccc(F)cc1,104.9,103.9,0.0,109.0,107.0,98.8,-3.8,111.6
C[C@@H]1CC=C[C@H]2[C@H]1C(=O)N(Cc1ccccc1)[C@H]2c1ccc2ccccc2c1/C=C/c1ccccc1,108.6,102.6,0.0,102.6,108.3,98.9,28.7,88.6
Cc1ccc(C(=O)CSc2cc(C)[nH]c(=O)n2)cc1,100.4,97.5,1.0,89.8,97.3,103.1,-7.2,107.4
O=c1[nH][nH]cc1C=NCc1cccc(C(F)(F)F)c1,100.7,104.9,5.0,103.1,107.7,90.2,13.4,99.5
c1ccc2c(c1)nnn2Cc1nnc2sc(-c3ccncc3)nn12,100.3,94.5,0.0,95.8,98.6,100.8,5.4,128.9
N#CC1=C(N)S[C@@H](C(=O)c2ccc(F)cc2)[C@@H]1c1cccs1,111.2,94.9,8.0,101.2,128.3,102.6,-5.2,89.7
Cc1[nH][nH]c(=O)c1N=Nc1ccccc1Cl,82.2,88.7,1.0,82.8,88.8,108.8,12.0,91.3
O=C(Nc1ccccc1)NC(Cc1ccc(O)cc1)C(=O)O (stereo not drawn),98.3,105.3,0.0,103.7,94.9,92.0,4.5,111.3
CCN(CC(=O)NC1CCCCCC1)S(=O)(=O)c1ccccc1,88.7,92.2,0.0,95.5,93.4,87.9,-2.6,107.1
CC(=O)Nc1cc(C(=O)CSc2nnc(C3CC3)n2C2CC2)ccc1O,108.2,100.6,4.0,94.2,101.3,99.6,11.4,90.1
CC(C)n1c(SCC(=O)Nc2ccccc2N2CCOCC2)nc2c1c(=O)n(C)c(=O)n2C,103.0,98.8,2.0,93.4,103.1,97.7,6.7,92.0
COCCn1nnnc1C(c1cc2cccc(C)c2[nH]c1=O)N1CCN(c2ccccc2F)CC1 (stereo not drawn),107.8,106.7,0.0,101.5,105.6,102.7,15.3,105.0
CCOc1ncccc1C(=O)NCCc1c[nH]c2ccccc12,99.1,107.2,3.0,103.1,114.2,101.9,4.3,89.7
O=C(Nc1ccc([N+](=O)[O-])cc1)c1cncc(Br)c1,95.3,104.5,1.0,93.5,92.5,95.2,0.5,82.1
COc1ccc(-n2c(C)c3c(OC)cccc(=O)c3c2C)cc1,92.4,96.3,7.0,90.3,104.1,115.0,10.4,102.2
CCC(=O)Nc1sc2c(c1C#N)CCCCC2,85.7,89.6,1.0,93.9,98.7,84.7,-9.8,107.2
COc1ccc(NC(=O)N2CCC(c3nc4ccccc4[nH]3)CC2)cc1,97.4,95.6,0.0,85.8,96.8,98.6,3.5,94.2
O=C(Nc1ccc(Cl)cc1)c1nc[nH]c1C(=O)N1CCc2ccccc2C1,78.4,96.8,1.0,100.2,92.1,89.8,27.7,96.3
COc1ccccc1N(C(=O)c1ccco1)C(C(=O)NC1CCCC1)c1cccnc1 (stereo not drawn),95.1,103.3,7.0,101.3,108.1,101.8,-4.9,105.2
COCCn1c(C)cc(C(=O)COC(=O)c2ccc3c(c2)NC(=O)CS3)c1C,96.8,100.8,0.0,99.8,94.6,91.3,-0.9,96.1
CCOc1ccc(NC(=O)Nc2ccon2)cc1,99.7,106.5,0.0,/,125.9,92.9,7.8,108.2
COc1cccc(C(=O)Nc2nnc(-c3ccc(F)cc3)o2)c1,103.1,99.1,0.0,108.8,104.0,116.0,15.6,114.9
O=C(NCCCn1ccnc1)/C(=C\c1cccs1)NC(=O)c1cccs1,100.5,102.1,0.0,102.3,107.5,103.0,36.6,93.6
